Source: PubChem BioAssay (several laboratories)
Bcl-W Bim block: inhibitors of Bim binding to Bcl-W, primary screen, biochemical, multiplexed, bead-based flow cytometry; Bim peptide-Bcl-W binding; inhibition, % at 10 µM; 190,000 compounds, 0.02% hits; AID 952, 2007;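 also: 0% = bound tracer without compound and 100% = peptide blocker; higher means less fluorescent Bim peptide bound to Bcl-W beads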
Target sequence (Q92843 whole entry, looked up): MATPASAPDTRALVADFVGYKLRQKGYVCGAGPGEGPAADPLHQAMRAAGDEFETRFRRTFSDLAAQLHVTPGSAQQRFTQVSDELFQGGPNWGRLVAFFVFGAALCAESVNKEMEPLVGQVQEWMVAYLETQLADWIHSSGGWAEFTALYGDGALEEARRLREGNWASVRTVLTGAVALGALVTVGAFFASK
RGS8-Gao reg: RGS8-Galphao binding modulators, primary screen, biochemical, multiplexed bead flow cytometry. response (percent of control binding), % at 10 µM. actives lie on both sides. 220,000 compounds, 0.34% hits; in the data active = response below about 60% or above about 140%; inactive = in between;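 also: Galphao activated as the GDP aluminium fluoride complex binding bead-coupled RGS8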
Target sequence (P09471 whole entry, looked up): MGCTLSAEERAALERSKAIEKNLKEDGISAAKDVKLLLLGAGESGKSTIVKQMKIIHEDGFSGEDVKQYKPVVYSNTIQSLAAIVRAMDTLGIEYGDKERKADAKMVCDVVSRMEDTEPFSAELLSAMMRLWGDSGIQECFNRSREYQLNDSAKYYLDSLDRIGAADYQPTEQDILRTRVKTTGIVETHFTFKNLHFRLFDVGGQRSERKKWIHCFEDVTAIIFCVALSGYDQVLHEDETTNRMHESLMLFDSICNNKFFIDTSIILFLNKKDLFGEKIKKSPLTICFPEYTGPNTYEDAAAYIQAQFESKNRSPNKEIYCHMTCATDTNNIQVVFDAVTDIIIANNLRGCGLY
Mcl1 Bid PPI: Mcl-1/Bid binding inhibitors, primary screen, biochemical, TR-FRET, 1536-well | inhibition, % at 21.7 µM | Induced myeloid leukemia cell differentiation protein Mcl-1 (Homo sapiens), Q07820 | 220,000 compounds, 0.97% hits | TR-FRET Mcl-1/Bid-Dy647 peptide binding;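 active = compounds that cut the binding signal by more than half at the single screening dose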;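 also: His-tagged Mcl-1 with europium anti-His antibody binding Bid BH3 peptide; 0% = Mcl-1 plus peptide wells and 100% = peptide-only wells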
Bim-Bcl-2: inhibitors of Bim-Bcl-2 binding, primary screen, biochemical, multiplexed, human Bcl-2 family; inhibition, % at 10 µM; 190,000 compounds, 0.06% hits; AID 950, 2007; Bead-based flow cytometry, Bim peptide-Bcl-2 binding; Apoptosis regulator Bcl-2 (Homo sapiens), P10415; in the data active = inhibition above about 40%; inconclusive = no clear call, values can overlap the other calls;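 also: 0% = no compound wells with probe peptide and 100% = reference peptide inhibitor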
Bim-Mcl-1: inhibitors of Bim peptide binding to Mcl-1, primary screen, biochemical, bead-based flow cytometry, multiplex; Induced myeloid leukemia cell differentiation protein Mcl-1 (Homo sapiens), Q07820; Bim peptide-Mcl-1 binding; inhibition, % at 10 µM; 190,000 compounds, 0.1% hits; AID 1009, 2008;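 also: 0% = no compound tracer wells and 100% = peptide blocker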
GSH bead fluor: compound fluorescence on glutathione beads, profiling panel, artefact control, biophysical, 488/530 nm, flow cytometry; AID 1776, 2009; GSH beads flow cytometry, compound fluorescence 488/530 nm; stronger effect = higher value; 190,000 compounds, 0.25% hits; fluorescence (KMESF) at 10 µM; in the data active = fluorescence above about 89;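 also: glutathione beads carrying GST-tagged Bcl family fusion proteins plus one bare bead set; values are compound well signal with DMSO vehicle wells as background; inactives centre near 16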
RGS7-Gao: RGS7-Galphao binding modulators, primary screen, biochemical, multiplexed bead flow cytometry; Guanine nucleotide-binding protein G(o) subunit alpha (Homo sapiens), P09471; actives lie on both sides; binding response (% of control), % at 10 µM; 220,000 compounds, 0.35% hits; AID 1439, 2008; in the data active = binding response below about 49% or above about 150%; inconclusive = no clear call, values can overlap the other calls; inactive = in between;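 also: fluorescent Galphao held in activated GDP-AlF4 state binding bead-coupled RGS7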
Bcl-B Bim block: inhibitors of Bim-Bcl-B binding, primary screen, biochemical, multiplexed, human Bcl-2 family | 190,000 compounds, 0.073% hits | inhibition, % at 10 µM | bead-based flow cytometry, Bim peptide-Bcl-B binding | Bcl-2-like protein 10 (Homo sapiens), Q9HD36;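 also: 0% = tracer peptide without compound and 100% = reference inhibitor peptide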
Target sequence (Q9HD36 whole entry, looked up): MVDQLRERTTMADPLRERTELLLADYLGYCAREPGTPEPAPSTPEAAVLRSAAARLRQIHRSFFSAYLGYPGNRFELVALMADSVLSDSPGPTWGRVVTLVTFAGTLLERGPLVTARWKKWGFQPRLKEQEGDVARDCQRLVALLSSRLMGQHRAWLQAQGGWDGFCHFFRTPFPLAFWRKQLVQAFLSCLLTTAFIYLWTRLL
Bim-Bfl-1: inhibitors of Bim binding to Bfl-1, primary screen, biochemical, multiplexed, bead-based flow cytometry; Bcl-2-related protein A1 (Homo sapiens), Q16548; 190,000 compounds, 0.12% hits; Bim-Bfl-1 binding inhibition; AID 1008, 2008; inhibition, % at 10 µM;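 also: 0% = wells without compound plus tracer and 100% = blocker peptide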
Bcl-XL Bim block: inhibitors of Bim-Bcl-XL binding, primary screen, biochemical, multiplexed, bead flow cytometry, human Bcl-XL; Bcl-2-like protein 1 (Homo sapiens), Q07817; Bim peptide-Bcl-XL binding, fluorescence; inhibition, % at 10 µM; 190,000 compounds, 0.04% hits; AID 1007, 2008
Target sequence (Q07817 whole entry, looked up): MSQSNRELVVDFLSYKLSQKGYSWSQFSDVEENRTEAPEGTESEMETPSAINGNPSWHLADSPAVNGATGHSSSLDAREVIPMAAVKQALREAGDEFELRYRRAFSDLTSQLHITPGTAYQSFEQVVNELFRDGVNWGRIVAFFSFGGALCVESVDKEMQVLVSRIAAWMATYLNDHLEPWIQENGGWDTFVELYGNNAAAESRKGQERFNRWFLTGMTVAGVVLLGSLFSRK
RGS4-Gao reg: modulators of RGS4 binding to Galphao, primary screen, biochemical, multiplexed bead flow cytometry; actives lie on both sides; 220,000 compounds, 0.33% hits; Guanine nucleotide-binding protein G(o) subunit alpha (Homo sapiens), P09471; binding response (% of control), % at 10 µM; in the data active = binding response below about 49% or above about 150%; inactive = in between;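 also: fluorescent Galphao activated with aluminum fluoride binding bead-coupled RGS4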
The depositor's hits bear a star; ? = inconclusive; & = joins results of further samples; [ ] = dose if it differs, or a comment. Rule as the data show it, unless noted: active = inhibition above about 40%.

SMILES	Bcl-W Bim block	RGS8-Gao reg	Mcl1 Bid PPI	Bim-Bcl-2	Bim-Mcl-1	GSH bead fluor	RGS7-Gao	Bcl-B Bim block	Bim-Bfl-1	Bcl-XL Bim block	RGS4-Gao reg
O=C(Cn1c(C(=O)N2CCN(C3CCCC3)CC2)cc2sccc21)c1ccccc1	4	100	-23	-6	0	12	98	-6	-7	-3	99
CCOc1ccccc1Nc1nc(-c2sc(NC(=O)c3cccc(Cl)c3)nc2C)cs1	-3	97	-49	-5	-6	25	100	-5	2	-1	99
COc1ccc(-c2n[nH]c(C)c2-c2ccc(Cl)cc2)c(O)c1OC	4	103	12	-1	0	17	103	-4	-9	-3	105
COCc1cc(C)nc2sc(C(=O)OC)c(N)c12	0	100	-44	-9	0	29	100	-6	-10	-2	99
COc1ccc(CCNC(=O)CCCn2c(=O)[nH]c3cc(OC)c(OC)cc3c2=O)cc1OC	-1	98	-7	-1	0	22	93	0	0	0	94
O=C(NNC(=S)Nc1ccc(Br)cc1Cl)c1ccco1	-4	98	-79	1	-6	11	105	3	3	-7	102
CCOC(=O)c1ccc(NC(=O)CN2CCc3ccccc3C2)cc1	0	102	1	-15	-5	26	101	-8	-21	-2	100
COc1cccc(-n2cnc3cccc(N)c32)c1	2	101	-12	-1	3	14	94	-1	-8	-3	94
COCCNC(=O)COC(=O)c1ccc(OCC(=O)Nc2ccccc2OC)c(OC)c1	1	99	-21	-2	-2	11	?	0	-4	-2	99
Cc1c(C(=O)O)sc2nc3n(c(=O)c12)CCCCC3	0	102	-4	6	0	12	101	0	0	0	100
CC(=O)NS(=O)(=O)c1ccc(NC(=O)CCc2ccccc2)cc1	-4	94	-7	1	-4	11	92	-1	-2	-3	92
COc1ccc(C(CCN(Cc2ccc(OC)c(OC)c2)C(C)=O)c2ccccc2)cc1 (configuration not stated)	-7	101	-31	-5	-1	12	104	-7	-5	-9	103
O=C(c1ccc(S(=O)(=O)Cc2ccccc2F)c([N+](=O)[O-])c1)N1CCCCCC1	-1	104	-9	-6	0	14	100	-1	-6	-3	104
COCCNC(=O)c1ccc2c(c1)CCN2S(C)(=O)=O	-1	99	-18	0	0	10	97	-3	-5	0	100
Cc1ccc(C2CC(=O)C=C(O)C2)cc1 (configuration not stated)	-1	102	-92	0	-1	9	99	-2	-1	-1	105
Cc1nn2c(-c3cccnc3)ccnc2c1-c1ccccc1	-4	103	-9	0	-7	9	100	-5	3	-8	102
CC1Cc2ccccc2N1C1=CC(=O)CC(C)(C)C1 (configuration not stated)	3	102	-39	-2	1	15	?	1	-4	0	101
COc1ccc2sc(NC(C)=O)nc2c1	-4	98	-7	-11	-3	29	99	-11	-12	0	96
CCCS(=O)(=O)N1CCN(CC2CC=CCC2)CC1 (configuration not stated)	-4	100	29	-3	-1	15	101	1	-2	-1	103
CCOCC(=O)Nc1cc(OC)c(Cl)cc1OC	1	103	-15	-8	1	37	105	-5	-6	-1	101

An excerpt from above in order of the RGS4-Gao reg value, smallest number first:
compound	RGS4-Gao reg
CC(=O)NS(=O)(=O)c1ccc(NC(=O)CCc2ccccc2)cc1	92
COc1ccc2sc(NC(C)=O)nc2c1	96
COCCNC(=O)COC(=O)c1ccc(OCC(=O)Nc2ccccc2OC)c(OC)c1	99
COc1ccc(-c2n[nH]c(C)c2-c2ccc(Cl)cc2)c(O)c1OC	105

(list continues)
SMILES	Bcl-W Bim block	RGS8-Gao reg	Mcl1 Bid PPI	Bim-Bcl-2	Bim-Mcl-1	GSH bead fluor	RGS7-Gao	Bcl-B Bim block	Bim-Bfl-1	Bcl-XL Bim block	RGS4-Gao reg
Cc1c(C(=O)OCC(=O)Nc2c(C)n(C)n(-c3ccccc3)c2=O)oc2ccccc12	0	104	-22	0	-2	19	100	-2	-7	1	100
CC1CCC(C(C)C)C(OCC(O)CN2CCOCC2)C1 (configuration not stated)	1	103	5	-5	1	11	95	-4	-8	-2	99
Cc1ccccc1N1Cc2ccccc2C1	0	106	-31	2	0	7	102	-2	1	0	104
CCOC(=O)c1cc(OC(=O)c2ccccc2OC)n(-c2ccccc2)n1	0	95	-42	-5	3	11	91	-6	-6	-2	94
CCCCOC(=O)C1C2C=CC3(CN(CCc4ccccc4)C(=O)C13)O2 (configuration not stated)	-8	100	-11	-8	-4	13	98	-11	-4	-10	101
Cc1ccc(NC(=O)c2cccc3c2-c2ccccc2C3=O)cc1C	4	100	2	1	3	21	102	5	1	4	101
COCCn1c(SCC(=O)Nc2nnc(C)s2)nnc1-c1cc2ccccc2cc1O	0	100	-74	-2	0	15	98	-1	0	-1	96
O=C1CCC(C(=O)Nc2cccc(Oc3ccccc3)c2)=NN1	-4	105	-5	-3	-3	12	106	-7	-13	-4	103
CC(NC(=S)Nc1ccc(OC(F)F)cc1)c1ccc(F)cc1 (configuration not stated)	-4	99	-41	-5	-1	19	97	-7	-5	-8	101
Cc1ccc(/C=N/NC(=O)CCCOc2ccc(Cl)cc2Cl)cc1	-4	101	1	0	-1	14	106	-8	-17	-4	100
CS(=O)(=O)c1ccc(Cl)c(NC(=O)C2CC(=O)N(Cc3ccccc3)C2)c1 (configuration not stated)	-1	101	-29	-8	-3	25	101	-10	-16	-8	103
Cc1ccc(CNC(=O)CSc2nc3n[nH]c(C)c3c(=N)n2-c2cccc(C)c2)cc1	5	101	21	-4	4	41	101	0	-6	1	101
CCCSc1nnc(Sc2nnnn2-c2ccccc2)s1	0	99	-8	-7	-2	36	102	-6	-12	10	101
Cc1cc(Cl)c(OCCCNCc2ccccc2)c(Br)c1	0	93	23	1	3	21	91	3	0	0	93
Cn1c(CCc2ccc(N)cc2)nc2ccccc21	3	101	-27	2	0	14	104	0	-2	-2	103
CCc1ccc(OCC(=O)Nc2ccc(S(=O)(=O)N3CCCC3)cc2)c(Br)c1	-1	102	-7	-13	-1	13	107	-9	-14	-6	104
CCOC(=O)c1ccc(NC(=O)Nc2ncccc2C)cc1	7	98	-3	8	12	14	?	8	13	9	92
COc1ccc2c(=O)c3c(=O)n(Cc4ccco4)c(-c4cc(OC)c(OC)c(OC)c4)nc3oc2c1	13	97	-10	11	2	59	99	0	27	-1	95
O=S1(=O)CC(O)C(NCc2cccnc2)C1 (configuration not stated)	1	105	-7	-7	-1	27	116	-4	-10	-13	115
O=C(O)c1cc(C(F)(F)F)nc2c(C(F)(F)F)cccc12	0	103	7	-4	-1	20	174*[activator]	-1	-4	2	143
CN1C(=O)C(O)(CC(=O)c2cccnc2)c2ccccc21 (configuration not stated)	-5	103	-4	0	-2	67	100	-1	-1	-3	102
CN(C)N=Nc1ccc(S(N)(=O)=O)cc1	-1	110	-31	-3	0	11	106	0	-6	-1	105
Cc1[nH]c(=O)[nH]c(=O)c1NC(=O)c1sc2nc3c(C)cccc3cc2c1N	-3	104	-59	-6	-5	9	105	-5	-4	-4	102
CCOC(=O)NC1(C(F)(F)F)C(=O)N(Cc2ccccn2)C2=C1C(=O)CC(C)(C)C2 (configuration not stated)	0	100	-4	0	-2	6	104	1	-5	-7	103
CCSC(C)CC1C/C(=N/O)c2c(C)noc2C1 (configuration not stated)	-5	86	-38	-3	-3	12	87	-7	-3	-5	84
Cc1cccc(N2CCN(CC(=O)Nc3ccccc3[N+](=O)[O-])CC2)c1C	0	98	-54	-1	0	52	96	-2	-7	-3	97
CCCc1c(OCCCCc2nn[nH]n2)ccc(C(C)=O)c1O	-3&-1	95&101	5&5	1&0	-2&0	19&64	96&103	-6&1	-3&0	-4&-3	92&105
O=C(Oc1ccc(N(Cc2cccs2)C2=NS(=O)(=O)c3ccccc32)cc1)c1ccccc1F	4	103	-62	-7	-1	43	104	-4	-7	-5	102
O=C(NCc1ccc2c(c1)OCO2)c1cccc(S(=O)(=O)N2CCOCC2)c1	-4	101	-10	-10	-7	32	98	-13	-17	-6	101
Cc1cc(/C(=N/O)C(C)(C)NO)ccc1Cl	-1	99	7	-3	-2	13	101	-3	-1	-1	100
CCN1N=C(c2cc(Cl)sc2Cl)CSC1=O	2	97	9	6	2	17	97	-1	3	-2	96
Cc1ccccc1NC1=NC2(CCCC2)N=C(N)N1	-1	102	-9	0	0	10	99	-1	-4	0	105
CC(=O)c1cccc(NC(=S)NCCc2ccc(Cl)cc2)c1	-3	102	-40	-3	-1	14	95	-4	-5	-5	101
COC(=O)COc1cccc(NC(=O)c2ccc(C)cc2)c1	1	100	-30	-1	0	14	100	0	0	0	104
CN1CCN(C(=O)CN(c2cc(C(F)(F)F)ccc2Cl)S(C)(=O)=O)CC1	-3	105	4	-11	-5	27	104	-8	-17	-13	104
COc1ccc(/C=C2/SC(=O)N(CC(=O)Nc3cc(C)on3)C2=O)cc1OC	-3	98	-16	0	1	7	97	0	-10	-6	94
Cc1c(C(=O)NCc2cccnc2)oc2ccc(S(=O)(=O)N3CCCC(C)C3)cc12 (configuration not stated)	0	101	-147	-7	0	28	100	-10	-17	-6	100
Cc1ccn2cc(-c3cnoc3C)nc2c1	1	97	-68	-3	2	16	98	-5	-8	-2	100
CC(CN1CCCCC1)OC(=O)CCc1ccccc1 (configuration not stated)	3	99	-2	2	2	13	97	0	-4	0	99
COc1ccc(OCC(=O)N2CCc3c([nH]c4ccccc34)C2c2ccccn2)cc1 (configuration not stated)	-5	98	-24	-2	-7	11	99	0	4	-2	101
Cc1sc(NC(=O)CN2CCN(c3ccccn3)CC2)c(C#N)c1C	0	105	-22	6	-2	19	98	1	-3	-2	104
COc1ccc(CCN=C(N)NS(=O)(=O)c2ccc(C)cc2)cc1	-7	100	-76	-3	-6	14	97	-3	0	-7	101
O=C(CCCn1c(=O)[nH]c2cc(Cl)ccc2c1=O)NCCCN1CCCC1=O	-2	100	-8	-1	-2	41	96	-1	0	8	95
O=C(c1ccccc1/S(=N/S(=O)(=O)c1ccccc1)N1CCOCC1)N1CCOCC1 (configuration not stated)	4	100	-4	-5	1	63	99	-3	-6	-7	100
CC(=O)NC(CC(C)C)C(=O)NC(Cc1ccccc1)C(N)=O (configuration not stated)	2	99	6	0	2	6	90	2	-2	0	92
CCOC(=O)C1C(C(=O)OCC)C1(c1ccccc1)c1ccccc1 (configuration not stated)	-4	94	-13	-4	-2	12	91	-7	-13	-6	90
